EPAC2 ag: qHTS for Agonist of cAMP-regulated guanine nucleotide exchange factor 4 (EPAC2): primary screen | 0.079% of 360,000 active | Potency, µM (titrated, usually from 154 µM), for the others: at the top dose activation, actives largely listed as activators | Rap guanine nucleotide exchange factor 4 (Homo sapiens), Q8WZA2 | EPAC2 activation, biochemical qHTS; response scale: 100% = 6.5 mM cAMP response | AID 720711, 2013; note: potency is the fitted concentration of half-maximal effect; nearly all actives have a fitted effect of over 50% in size
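Guanine nucleotide exchange by EPAC2 is measured as reduced fluorescence of BODIPY-GDP once it is released from 250 nM Rap1B. Plates are read kinetically for 30 min at room temperature; results are scaled to 6.5 mM cAMP.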
CCT modulator: High-Throughput Screening for Modulators of Cytosolic Chaperonin Activity; purified chaperonin ATPase assay, HTRF ADP detection, 30 min; activity change, % (test concentration not listed), hits read low; 0.3% of 360,000 active; in the data active = activity change below about -30%; note: % is set by controls: 0 for no effect and ±100 for the full control effect
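We incubate TRiC, 40 or 20 nM final, with library compounds at 76 uM and 10 uM ATP for 30 min at 37 °C. ADP formed is detected with Transcreener HTRF reagents after 30 min at room temperature.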
Mm-Cpn inhibitor: Inhibitors of TCP-1 ring complex (TRiC) of Methanococcus maripaludis (MmCpn): qHTS | Chaperonin Mm-Cpn (Methanococcus maripaludis) | purified Mm-Cpn ATPase, ADP Transcreener TR-FRET | Potency, µM (highest dose often 76.9 µM), for inactives: at the highest dose activity, negative = inhibition, actives largely listed as inhibitors | 0.031% of 330,000 active | AID 504842, 2011; note: potency is the fitted concentration of half-maximal effect; % is set by controls: 0 for no effect and ±100 for the full control effect; nearly all actives have a fitted effect of over 80% in size
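Inhibition of chaperonin ATP hydrolysis is measured as reduced ADP production, detected by competitive TR-FRET in which signal falls with ADP. Final enzyme 25 nM and ATP 10 uM, reacted 30 min at 37°C.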
EPAC2 antag: qHTS for Antagonist of cAMP-regulated guanine nucleotide exchange factor 2 (EPAC2): primary screen; 0.18% of 360,000 active; EPAC2 GEF exchange of Rap1B-BODIPY-GDP, fluorescence; Potency, µM (top dose mostly 114 µM), without a hit: top-dose activity, negative = inhibition, actives largely listed as inhibitors; AID 720708, 2013; Rap guanine nucleotide exchange factor 4 (Homo sapiens), Q8WZA2; note: potency is the fitted concentration of half-maximal effect; % is set by controls: 0 for no effect and ±100 for the full control effect; nearly all actives have a fitted effect of over 45% in size; many of its hits are not listed in these tables
PTHR1 ag: qHTS for PTHR1 Agonists: Primary Screen | Parathyroid hormone/parathyroid hormone-related peptide receptor (Homo sapiens), Q03431 | HEK293 GP2 PTHR1 cells, GloSensor cAMP luminescence, 1 h | Potency, µM (highest dose often 115 µM), for inactives: top-dose activation, most hits filed as activators | 0.075% of 410,000 active | AID 743266, 2014; note: potency is the fitted concentration of half-maximal effect; nearly all actives have a fitted effect of over 55% in size; some results filed as inactive show a strong effect at the top dose; inactives centre near -15; many of its hits are not listed in these tables
Target sequence (Q03431 whole entry, looked up): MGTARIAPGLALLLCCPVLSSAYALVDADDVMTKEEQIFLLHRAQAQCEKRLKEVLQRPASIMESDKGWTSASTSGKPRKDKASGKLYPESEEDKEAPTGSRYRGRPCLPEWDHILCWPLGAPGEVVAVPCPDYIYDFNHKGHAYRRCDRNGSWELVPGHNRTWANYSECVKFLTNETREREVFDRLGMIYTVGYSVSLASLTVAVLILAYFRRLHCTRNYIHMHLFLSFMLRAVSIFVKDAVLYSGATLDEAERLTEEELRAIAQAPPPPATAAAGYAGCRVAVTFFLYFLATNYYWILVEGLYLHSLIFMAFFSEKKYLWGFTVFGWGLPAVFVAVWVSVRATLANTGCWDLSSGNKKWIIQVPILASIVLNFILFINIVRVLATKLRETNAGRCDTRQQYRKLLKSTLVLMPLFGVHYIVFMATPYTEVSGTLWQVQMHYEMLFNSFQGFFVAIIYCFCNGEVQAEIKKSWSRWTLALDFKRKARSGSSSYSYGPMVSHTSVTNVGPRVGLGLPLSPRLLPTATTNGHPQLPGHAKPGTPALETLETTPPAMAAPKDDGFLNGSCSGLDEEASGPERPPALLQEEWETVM
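HEK-293-derived GP2 cells expressing PTHR1 and a GloSensor cAMP reporter, 3,000/well, plated overnight, given luciferin plus IBMX (each 0.5 mM as added) for 1 h at 37 °C, then compound for 1 h at 37 °C. Luminescence was read after 15 min at room temperature.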
DRD3 agonist: qHTS of D3 Dopamine Receptor Agonist: qHTS | D(3) dopamine receptor (Homo sapiens), P35462 | D3R DiscoveRx beta-arrestin cells, luminescence, 90 min | max activation, % | 0.58% of 410,000 active | AID 652048, 2013; in the data active = max activation above about 30%; note: 0% is about no effect; mostly tested at two doses, the higher about 12 µM
Target sequence (P35462 whole entry, looked up): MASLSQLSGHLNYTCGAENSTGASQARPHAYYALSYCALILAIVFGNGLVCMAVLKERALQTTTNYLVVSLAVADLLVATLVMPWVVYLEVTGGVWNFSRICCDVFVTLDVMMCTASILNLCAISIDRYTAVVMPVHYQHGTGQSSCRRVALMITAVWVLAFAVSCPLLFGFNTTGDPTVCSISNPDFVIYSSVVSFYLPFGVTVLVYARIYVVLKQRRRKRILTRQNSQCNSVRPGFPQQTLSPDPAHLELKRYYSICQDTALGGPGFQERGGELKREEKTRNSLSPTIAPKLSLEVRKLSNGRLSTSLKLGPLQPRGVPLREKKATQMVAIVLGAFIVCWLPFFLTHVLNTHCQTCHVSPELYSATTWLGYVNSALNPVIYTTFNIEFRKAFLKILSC
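Cells at 1500/well, incubated overnight, then treated with pinned compounds (dopamine as control) for 90 min at 37 degrees C. DiscoveRx reagent added for 30 - 60 minutes at room temperature; luminescence read.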
D3 antag: qHTS of D3 Dopamine Receptor Antagonist: qHTS; AID 652054, 2013; 2.5% of 360,000 active; D3R cells, DiscoveRx beta-arrestin luminescence, antagonist mode; stronger effect = lower value; max response, negative = inhibition, %; D(3) dopamine receptor (Homo sapiens), P35462; in the data active = max response below about -50%; inconclusive = no clear call, values can overlap the other calls; note: % is set by controls: 0 for no effect and ±100 for the full control effect; mostly tested at two doses, the higher about 12 µM
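Cells plated overnight at 1500 cells/well, then exposed to library compounds with dopamine controls for 90 minutes at 37 degrees C. DiscoveRx reagent added for 30–60 minutes at room temperature; luminescence read, quantitative HTS format.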
Akt phos inh: HTS Assay for Inhibitors of Akt Phophorylation: Primary Screen. Neuro2A IGF-stimulated pAkt S473 HTRF, 20 min; stronger effect = lower value. activity change, % for hits at 50 µM. 0.32% of 360,000 active. AID 651550, 2012; in the data active = activity change below about -80%; inconclusive = mostly about -51% to -80%; note: % is set by controls: 0 for no effect and ±100 for the full control effect
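Single-point screen (50 µM final compound) in Neuro2A cells stimulated 20 min with 6 nM IGF at 37 deg C. After lysis, Ser473-phosphorylated Akt read by HTRF (ex 330 nm, em 615/665 nm) as the 665/615 ratio.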
Starred values were filed as active, the others as inactive; i = inactive; ? = inconclusive; / = no result given; & = joins results of further samples; [ ] = another dose, or the depositor's remark. Unless noted, calls come from the whole dose curve; as a rule, active = well fitted curve in the direction sought with a large enough effect; inconclusive = small, poorly fitted or top-dose-only effect, or another doubt; inactive = no such curve, though single readings can be large; an effect the other way counts as inactive or inconclusive. Only part of the results is shown; count on the stated rates, not on these rows.

cpd	SMILES	EPAC2 ag	CCT modulator	Mm-Cpn inhibitor	EPAC2 antag	PTHR1 ag	DRD3 agonist	D3 antag	Akt phos inh
1	CCCCN(C)C(=O)c1nc2ccccn2c1CN(C)Cc1csc(C)n1	1%	-1.6	2%	2%	i	-1	6	i
2	O=C(NCC(c1cccnc1)N1CCN(c2ccc(F)cc2)CC1)C1CCCCC1 (centres undefined)	7%	-0.3	1%	-2%	-4%[57.5 µM]	-7	-5	i
3	CC1=N/C(=C/c2ccc([N+](=O)[O-])cc2)C(=O)N1c1ccc(Cl)cc1Cl	11%	-0.2	2%	6%	-1%[57.5 µM]	14	-15	/
4	COc1cc2cc(C(N)=O)c(N)nc2cc1OC	12%	0.0	-6%	-3%	-3%[57.5 µM]	-13	13	i
5	Nc1nc(-c2ccco2)nn1S(=O)(=O)c1ccccc1	-2%	0.7	-14%	8%	-25%	5	0	i
6	CCOC(=O)C1(Cc2cccc(OC)c2)CCN(C2CCOCC2)CC1	7%	-2.3	1%	-1%	i	-6	4	i
7	Cn1c(Cc2ccccc2)nnc1SCC(=O)N1CCN(c2ccccc2)CC1	-3%	-0.7	1%	6%	-22%	5	7	i
8	C=CCn1c(SCC(=O)Nc2ccc(N(C)C)cc2)nnc1-c1cccc(C)c1	5%	-1.3	0%	1%	i	2	-23	i

3 of the compounds above, with two lines to a compound:
Screens in order – EPAC2 ag, CCT modulator, Mm-Cpn inhibitor, EPAC2 antag, PTHR1 ag, DRD3 agonist, D3 antag, Akt phos inh
(3) CC1=N/C(=C/c2ccc([N+](=O)[O-])cc2)C(=O)N1c1ccc(Cl)cc1Cl
    11%, -0.2, 2%, 6%, -1%[57.5 µM], 14, -15, /
(4) COc1cc2cc(C(N)=O)c(N)nc2cc1OC
    12%, 0.0, -6%, -3%, -3%[57.5 µM], -13, 13, i
(5) Nc1nc(-c2ccco2)nn1S(=O)(=O)c1ccccc1
    -2%, 0.7, -14%, 8%, -25%, 5, 0, i

(next part)
cpd	SMILES	EPAC2 ag	CCT modulator	Mm-Cpn inhibitor	EPAC2 antag	PTHR1 ag	DRD3 agonist	D3 antag	Akt phos inh
9	COC(=O)c1[nH]c2ccc(F)cc2c1NC(=O)C1=COCCO1	15%	1.6	1%	16%	i	-18	20	i
10	Cc1nnc(NC(=O)CCCCCN2C(=O)C3C4C=CC(C4)C3C2=O)s1 (centres undefined)	6%	-2.7	-1%	-2%	i	-5	1	i
11	CCOc1ccc(OCCC(=O)OCC(=O)N2CCN(c3ccc(OC)cc3)CC2)cc1	-14%	1.6	-11%	2%	-17%	8	2	i
12	O=[N+]([O-])c1cc(Cl)ccc1N1CCOCC1	5%	-0.3	4%	-15%	-7%	-1	0	i
13	CCOC(=O)C(C(=O)NCc1ccc(C)cc1)c1ncc(C(F)(F)F)cc1Cl (centres undefined)	-11%	-0.3	1%	-6%	-6%	1	-3	i
14	C=CCn1c(NCc2ccccc2O)nc2ccccc21	11%	-1.5	0%	-4%	i	-2	-16	i
15	CCCNC(=S)N1CCC(C(=O)c2ccc(OC)cc2)CC1	-3%	0.8	-2%	2%	-25%	-8	-13	i
16	CSc1ncccc1C(=O)NC(C)CCc1ccccc1 (centres undefined)	0%	0.4	0%	-11%	-18%	-9	-8	i
17	CCC(C)NC(=O)C1CCC(CNS(=O)(=O)c2cccc3nsnc23)CC1 (centres undefined)	-6%	-1.1	-1%	4%	i	0&4	9	i
18	O=C(CSc1nnc2ccccn12)c1ccc(Cl)cc1	-5%	4.2	-3%	-8%	-25%	1	7	i
19	COC(=O)C(Cc1ccc(O)cc1)NC(=O)c1ccccc1OC (centres undefined)	4%	1.4	0%	-1%	i	-3	0	i
20	C[C@@H](CO)NC(=O)c1[nH]cnc1C(=O)Nc1ccc(CNC(=O)OC(C)(C)C)cc1	7%	-8.3	/	5%	-29%	-1	13	i
21	COc1ccc(-c2nc3c4c(ncn3n2)-c2ccccc2CC42CCCC2)cc1	11%	-2.8	1%	4%	-17%	-6	5	i
22	Cc1ccc2c(c1)cc(CN(Cc1ccco1)C(=O)N1CCOCC1)c1nnnn12	1%	0.1	1%	-3%	i	10	34	i
23	COc1ccc(CCNC(=O)CSc2n[nH]c(N)n2)cc1OC	-2%	-6.2	1%	-3%	-21%	-1	5	i
24	COCCNC(=O)CSc1cc(=O)n(C)c2cc(Cl)ccc12	2%	0.3	-3%	-13%	i	2	3	i
25	CC(C)[C@H](NC(=O)NC1CCCc2ccccc21)C(=O)O (some centres undefined)	6%	-2.6	1%	-1%	i	-2	-2	i
26	Cc1c(C(=O)OC/C(O)=C(\C#N)c2nc3ccccc3[nH]2)oc2ccccc12	0%	1.0	0%	3%	-10%	-1	?	i
27	O=C(c1ccc(CNS(=O)(=O)c2cccc(Cl)c2)cc1)N1CCCC1	11%	0.0	1%	-3%	-4%	6	12	i
28	CC1CC1C(=O)N(C)CC(=O)Nc1ccc(Cl)c(C(F)(F)F)c1 (centres undefined)	3%	0.5	-4%	-6%	-24%	1	66	i
29	CCCC(=O)N1CCN(c2ccc(NC(=O)c3ccc(N4CCCC4)c([N+](=O)[O-])c3)cc2Cl)CC1	12%	-0.1	/	-7%	-25%	4	-10	i
30	O=C(NCCCN1CCCCCC1)c1ccc2c(Cl)c3c(nc2c1)CCCC3	6%	-1.4	0%	8%	-28%	-21	-7	i
31	CC1CCC(NC(=O)C(NS(=O)(=O)c2cccc3nsnc23)C(C)C)CC1 (centres undefined)	-11%	-2.7	-4%	2%	-6%	1	6	i
32	COc1ccc(NC(=O)CNC(=O)Cn2cnc3sc4c(c3c2=O)CCCC4)cc1OC	-5%	2.3	1%	-1%	i	3	0	i
33	CCc1ccc2c(c1)C(=O)c1ccccc1C2=O	-2%	-0.1	-2%	3%	-3%	2	14	i
34	C=CCN(c1ccccc1OC)S(=O)(=O)c1ccc(Cl)c(C(=O)Nc2ccc(N3CCOCC3)cc2)c1	12%	-0.6	1%	0%	-10%	-6	-7	i
35	CS(=O)(=O)N(CC(=O)NCc1ccc(Cl)cc1)C1CCCCC1	-1%	1.4	1%	2%	i	-11	?	i
36	COc1ccccc1CCN1CCCC(CN(C)C(=O)c2ccoc2)C1 (centres undefined)	9%	-0.3	-1%	4%	-3%	-13	?	i
37	COC(=O)c1cccc2c1NC(=O)C2=O	5%	0.8	2%	3%	i	-14	-75*	i
38	CNC(=O)c1c(NC(=O)CS(=O)(=O)c2ccccc2)sc(C)c1C	10%	-3.7	-4%	9%	-23%	-14	-29	i
39	CCOCCN1CCN(C(=O)CN2CCCC2=O)CC1	9%	-4.0	1%	-1%	-1%	-18	-21	i
40	Cc1ccc(Cl)cc1Nc1nc(-c2cccnc2)cs1	22%	-2.7	1%	-17%	i	-1	3	i

5 structures from above, ordered by length of the SMILES, largest number first.
cpd	SMILES	EPAC2 ag	CCT modulator	Mm-Cpn inhibitor	EPAC2 antag	PTHR1 ag	DRD3 agonist	D3 antag	Akt phos inh
35	CS(=O)(=O)N(CC(=O)NCc1ccc(Cl)cc1)C1CCCCC1	-1%	1.4	1%	2%	i	-11	?	i
36	COc1ccccc1CCN1CCCC(CN(C)C(=O)c2ccoc2)C1 (centres undefined)	9%	-0.3	-1%	4%	-3%	-13	?	i
40	Cc1ccc(Cl)cc1Nc1nc(-c2cccnc2)cs1	22%	-2.7	1%	-17%	i	-1	3	i
39	CCOCCN1CCN(C(=O)CN2CCCC2=O)CC1	9%	-4.0	1%	-1%	-1%	-18	-21	i
37	COC(=O)c1cccc2c1NC(=O)C2=O	5%	0.8	2%	3%	i	-14	-75*	i

(list continues)
cpd	SMILES	EPAC2 ag	CCT modulator	Mm-Cpn inhibitor	EPAC2 antag	PTHR1 ag	DRD3 agonist	D3 antag	Akt phos inh
41	Cn1nc(C(=O)NCc2ccccn2)c2ccccc2c1=O	4%	-0.1	-3%	-10%	?	1	-8	-94%*
42	CCC(CC)C(=O)Nc1cccc(C(=O)Nc2nccs2)c1	2%	-0.9	-1%	-1%	-10%	1	32	/
43	Cc1ccc(C(=O)N2N=C(c3cccc(NS(C)(=O)=O)c3)CC2c2cccs2)cc1 (centres undefined)	17%	-1.1	1%	-6%	-15%	1	4	i
44	Cc1c(F)cccc1NS(=O)(=O)c1ccc2c(c1)n(C)c(=O)c(=O)n2C	6%	1.5	3%	5%	i	-6	37	i
45	O=C(NCc1ccccc1C(F)(F)F)C1CCC(=O)N(C2CC2)C1 (centres undefined)	3%	-0.8	4%	11%	i	-2	-12	/
46	Cc1c(C(=O)NCC2CCCO2)cccc1[N+](=O)[O-] (centres undefined)	-5%	0.0	0%	9%	i	0	3	i
47	CN1CCN(C(=O)/C=C/c2ccc3c(c2)OCO3)CC1	2%	-1.1	-2%	7%	-18%	1	0	i
48	COCC(=O)Oc1cc(-c2ccc(C)cc2C)c(OC(=O)COC)c(-c2ccc(C)cc2C)c1	3%	3.2	/	-1%	-57%[inhibitor]	0	0	i
49	O=C(CCCCCNC(=O)c1ccccc1)N/N=C/c1ccco1	1%	3.4	2%	-5%	i	4	0	i
50	COc1cc2oc(=O)cc(CN3CCN(c4ccccc4OC)CC3)c2cc1Cl	-8%	0.3	/	11%	-15%	-1	-50*	i
51	COc1ccc(S(=O)(=O)NCC2CCCN(C(=O)c3ccccc3)C2)cc1 (centres undefined)	12%	-0.3	2%	2%	i	-4	13	i
52	O=C1CCc2cc(S(=O)(=O)Nc3ccccc3)cc3c2N1CCC3	3%	-0.5	0%	1%	i	6	5	i

Screening results: PubChem, National Center for Advancing Translational Sciences (NCATS)
